# BRCT PPI red: BRCT-phosphoprotein interaction inhibition (red fluorophore). P38398. Potency, µM (top dose mostly 76.9 µM), for inactives: top-dose activity change, negative = inhibition, usual class: inhibitors. 75,000 tested, 0.03% active. AID 892. BRCT-phosphopeptide binding, red fluorescence polarization; note: % is set by controls: 0 for no effect and ±100 for the full control effect
#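 Fluorescence polarization: 100 nM His-tagged BRCA1 BRCT with 100 nM TAMRA-labelled phospho-BACH1 decapeptide, phosphate buffer pH 7.3 with 150 mM NaCl, DTT, 0.01% Tween 20; 12 min RT. Binding inhibition seen as FP decrease.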
# A350 fluor: compounds fluorescent in Alexa 350 spectral region | 59,000 tested, 11% active | max dye-equivalent concentration, M | Compound autofluorescence, 340/450 nm, Alexa 350 dye-equivalents; stronger effect = higher value; in the data active = max dye-equivalent concentration above about 10 nM; inconclusive = mostly about 1.1 nM to 9.6 nM
# BRCT PPI green: blocks human BRCA1 BRCT binding to phosphopeptide, green readout. P38398. BRCA1 BRCT-phosphopeptide binding, green fluorescence polarization. Potency, µM (doses to about 76.9 µM), without a hit: at the highest dose activity change, negative = inhibition, actives largely listed as inhibitors. 75,000 tested, 0.05% active. AID 875;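 note: potency is the fitted concentration of half-maximal effect; plate controls were peptide without protein for full effect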
#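 Compounds were incubated for 12 min at room temperature with a complex of 100 nM fluorescein-tagged pBACH1 decapeptide and 250 nM His-tagged BRCT protein. Buffer was phosphate pH 7.3 with EDTA, DTT and Tween 20. Disruption of binding lowers the polarization signal.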
# Casp1 inh: blocks human caspase-1 allosterically or competitively; 75,000 tested, 0.03% active; Caspase-1 enzyme, Ac-WEHD-AFC fluorogenic rate; AID 900; Potency, µM (top dose mostly 57.5 µM), without a hit: top-dose activity change, negative = inhibition, actives largely listed as inhibitors; P29466;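 note: potency is the fitted concentration of half-maximal effect; plate controls were vehicle for no effect and no substrate for full effect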
# Fluorescein fluor: compound autofluorescence in fluorescein spectral region; Compound autofluorescence, 480/540 nm, fluorescein-equivalent; stronger effect = higher value; max fluorescein-equivalent concentration, M; AID 593; 59,000 tested, 0.91% active; in the data active = max fluorescein-equivalent concentration above about 10 nM; inconclusive = between about 1.1 nM and that limit
#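 Compounds were pin-transferred into 100 mM Tris buffer, pH 8.0, and incubated 15 min at room temperature. Fluorescence was read at 480 nm excitation/540 nm emission. Signals were normalized to an on-plate six-point fluorescein standard curve as dye-equivalent concentration.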
# Casp7 inh: caspase-7 (human) inhibition, allosteric or competitive; recombinant caspase-7, Ac-DEVD-AFC fluorescence rate; 75,000 tested, 0.02% active; Potency, µM (doses to about 57.5 µM), inactives show at the highest dose activity change, negative = inhibition, most hits filed as inhibitors; P55210; active = well fitted inhibition curve with a large enough effect in the main read-out, with a control signal flat, not every such curve was filed as active; inconclusive = small, poorly fitted or top-dose-only effect, or a change in a side signal; note: potency is the fitted concentration of half-maximal effect; % of control where 0% means no effect
# USP2a inh: USP2a (human) protease inhibition; USP2a enzymatic assay, qHTS inhibition; Potency, µM (series often up to 38.3 µM), without a hit: at the top dose activity change, negative = inhibition, actives largely listed as inhibitors; 60,000 tested, 0.1% active;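 note: potency is the fitted concentration of half-maximal effect; nearly all actives have a fitted effect of over 60% in size; plate controls were DMSO for no effect and NEM full inhibition control for full effect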
#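 20 nM USP2 core + cpd, 30 min RT; add 20 nM Ub-PLA2/20 uM NBD C6-HPC; read Ex460/Em535 at 0 h and 2.5 h. Normalized to NEM; qHTS curve fit/classification.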
# HEK293 cAMP cs: parental HEK293 cAMP activation (counter-screen). AID 938. 73,000 tested, 2.5% active. Potency, µM (doses to about 57.1 µM), without a hit: top-dose activation, actives largely listed as activators. parental HEK293 CNG cAMP sensor, membrane potential fluorescence; note: potency is the fitted concentration of half-maximal effect; % of control where 0% means no effect; nearly all actives have a fitted effect of over 55% in size
#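 Counterscreen for endogenous-receptor signalling: CNG-channel HEK 293 cells report cAMP rise by membrane depolarization. After 60 min dye equilibration with 100 uM RO 20-1724, compounds incubated 30 min before bottom-read fluorescence at 590 nm.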
# Texas Red fluor: compound fluoresces in the Texas Red spectral region. Compound fluorescence, Texas Red channel, 547/618 nm; stronger effect = higher value. 59,000 tested, 0.06% active. max dye-equivalent concentration, M; in the data active = max dye-equivalent concentration above about 10 nM; inconclusive = between about 1.1 nM and that limit
#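 Dye-equivalent concentrations come from scaling compound signal (ex 547, em 618 nm) to six Texas Red standard concentrations run on every plate, after 15 min room-temperature incubation in pH 8.0 Tris (100 mM).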
# 4MU fluor: compound fluoresces in the 4-MU spectral region. compound autofluorescence, 340/450 nm, 4-MU equivalents; stronger effect = higher value. max dye-equivalent concentration, M. 59,000 tested, 11% active. AID 589; in the data active = max dye-equivalent concentration above about 10 nM; inconclusive = mostly about 1.1 nM to 9.6 nM
#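 Compounds in 100 mM Tris, pH 8.0, incubated 15 min at room temperature, then fluorescence read at 340 nm excitation/450 nm emission. Signal converted to 4-MU dye-equivalent concentration using an on-plate six-point 4-MU standard curve.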
# Rhodamine fluor: rhodamine region autofluorescence; AID 594; 59,000 tested, 0.05% active; Rhodamine-region fluorescence, 547/598 nm, Tris buffer; stronger effect = higher value; max dye-equivalent concentration, M; in the data active = max dye-equivalent concentration above about 11 nM; inconclusive = between about 1.1 nM and that limit
#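 Intensities are converted to rhodamine-equivalent concentration using a six-point rhodamine standard on each plate. Compounds sit 15 min at room temperature in 100 mM Tris buffer, pH 8.0; read uses the 547/598 nm excitation/emission pair.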
# Numbers without * were called inactive; i = inactive; ? = inconclusive; nt = no result given; [ ] = another dose, or the depositor's remark. Unless noted, calls come from the whole dose curve; as a rule, active = well fitted curve in the direction sought with a large enough effect; inconclusive = small, poorly fitted or top-dose-only effect, or another doubt; inactive = no such curve, though single readings can be large; an effect the other way counts as inactive or inconclusive. This is a subset; count on the stated rates, not on these rows.
structure	BRCT PPI red	A350 fluor	BRCT PPI green	Casp1 inh	Fluorescein fluor	Casp7 inh	USP2a inh	HEK293 cAMP cs	Texas Red fluor	4MU fluor	Rhodamine fluor
CS(=O)(=O)N1CCC2(CC1)CN(C(=O)Nc1cccc(C#N)c1)C2	-1.2%	i	-0.4%	-2.2%	?	-1.5%	-13.4%	2.4%	i	i	i
CCOC(=O)c1ccc(NCc2ccc3c(c2)OCO3)cc1	-1.7%	i	-5.5%	-3.1%	?	-4.8%	12.6µM*	25.7%	?	i	i
N#CC1=C2SCCN2C(=O)C(C#N)C12CCCCC2 (stereo unspecified)	-1.0%	i	-2.8%	-0.3%	i	1.7%	-1.1%	12.0%	i	i	i
CSc1ccc(S(=O)(=O)Nc2ccc(N3CCOCC3)c(Cl)c2)cc1	-2.4%	i	-8.0%	-3.5%	?	0.2%	18.8%	3.5%	i	i	i
COc1ccc(N(C(=O)Nc2ccc(Cl)cc2)C2=NCCC2)cc1	2.1%	i	-1.0%	-1.5%	?	-3.2%	-3.4%	7.7%	i	i	i
O=C(NCCC1=CCCCC1)C1CCN(c2nnc(-n3cccc3)s2)CC1	0.5%	nt	-0.4%	-1.4%	nt	-4.3%	nt	13.2%	nt	nt	nt
NC(=O)CCn1nc(-c2ccc(Cl)cc2)c2ccccc2c1=O	2.1%	i	0.9%	0.3%	i	0.3%	6.8%	6.0%	i	i	i
CN(C)c1ccc(-c2nc(N3CCNCC3)c3ccccc3n2)cc1	0.3%	i	-1.4%	-2.4%	i	-3.1%	15.9%	-77.6%[inhibitor]	i	i	i
Cc1cc(C)c(NC(=O)CS(=O)CC(=O)N2CCN(c3ccc(F)cc3)CC2)c(C)c1 (stereo unspecified)	-0.4%	i	0.8%	2.5%	i	-1.9%	8.9%	-7.6%	?	i	i
CN(C)/C=C1/Sc2ccccc2C1=O	1.1%	nt	-0.4%	-16.1%	nt	-28.1%	nt	24.2%	nt	nt	nt
O=C(CC1Nc2ccccc2NC1=O)NC1CCCCC1 (stereo unspecified)	-1.6%	1.97e-07M*	-0.9%	-8.6%	?	-10.2%	1.4%	?	?	1.54e-07M*	i
CC(C)(N)CO[C@H]1C[C@H]2CC[C@@]1(C)C2(C)C	0.5%[15.4 µM]	i	-0.8%[15.4 µM]	-3.8%[11.5 µM]	?	-0.6%[11.5 µM]	nt	13.5%[11.4 µM]	i	i	i
C[C@@H]1C[C@H](OC(=O)[C@@H](O)c2ccccc2)CC(C)(C)N1C	-1.6%[34.4 µM]	i	-4.1%[34.4 µM]	-10.3%[25.7 µM]	?	-0.3%[25.7 µM]	4.3%[17.1 µM]	19.8%[25.6 µM]	i	i	i
CC(=O)c1cccc(NC(=O)N2CCCC2C(=O)NCc2ccccc2)c1 (stereo unspecified)	0.7%	i	-1.9%	2.1%	?	-0.2%	-7.4%	0.8%	i	i	i
O=c1c(-c2cccc(F)c2)nc2cncnc2n1Cc1ccc(F)cc1	1.1%	i	-0.4%	-7.6%	i	-9.1%	43.0%[activator]	4.8%[2.29 µM]	i	i	i
Cn1c(SC/C=C/c2ccccc2)nnc1-c1cccs1	-2.0%	i	1.9%	-1.2%	i	-0.7%	5.9%	?	i	i	i
CC(C)(C)NC(=O)CSc1nnc(C2CC2)n1Cc1ccccc1	-1.9%	?	-3.0%	1.3%	?	-1.0%	5.6%	9.6%	i	i	i
O=C(CCCn1c(=S)[nH]c2ccccc2c1=O)NC1CCCC1	0.1%	?	-2.1%	0.9%	?	-0.3%	-1.5%	4.3%	i	i	i
CCCCOc1ccc(S(=O)(=O)NCc2csc(C)n2)cc1	-0.3%	i	-1.5%	0.6%	i	-0.2%	13.9%	?	i	i	i
CCOC(=O)CN(C)Cc1c[nH]c2ccccc12	-0.7%	i	-0.2%	1.9%	i	-2.3%	12.7%	9.3%	?	i	i
CCc1cc2c(=O)[nH]cnc2s1	-2.6%	?	-0.2%	-1.0%	?	-1.8%	-2.9%	3.8%	i	?	i
CCN1C(=O)/C(=C2\SC(=S)N(CC3CCCO3)C2=O)c2ccccc21 (stereo unspecified)	0.4%	nt	0.2%	-0.1%	nt	0.4%	-4.3%	7.5%	nt	nt	nt
Cc1cc2ncn(C(=O)N3CCCCC3)c2cc1C	-0.8%	i	1.5%	-0.8%	i	-2.6%	-7.2%	1.5%	i	i	i
CCOc1ccccc1N(C(=O)CNC(=O)c1ccco1)C(C(=O)NC1CCCC1)c1cccnc1 (stereo unspecified)	-0.7%	i	-0.3%	1.5%	i	0.7%	8.4%	?	i	i	i
COc1ccc(C)cc1-n1c(-c2ccncc2)n[nH]c1=S	0.5%	i	2.2%	-1.2%	?	-0.5%	-4.0%	19.0%	i	i	i
Cc1nc2c(o1)CCc1ccccc1C2N1CCN(C)CC1 (stereo unspecified)	nt	i	nt	nt	i	nt	nt	nt	i	i	i
c1ccc(-n2cnnc2SCc2cn3ccsc3n2)cc1	0.6%	i	-3.3%	-1.3%	i	0.8%	7.9%	-1.9%	i	i	i
CCN(Cc1cc2ccc(C)cc2[nH]c1=O)C(=O)c1ccncc1	-0.6%	i	1.1%	-1.8%	i	0.8%	0.8%	-7.1%	i	i	i
COc1ccccc1CCn1c(=O)c(-c2cccc(Cl)c2)nc2cncnc21	-1.0%	i	-1.2%	-4.7%	i	-9.6%	34.1%[activator]	?	i	i	i
O=C(NCc1nc2ccccc2[nH]1)c1ccc(S(=O)(=O)N2CCOCC2)cc1	0.3%	i	-0.3%	0.5%	i	0.1%	1.9%	11.1%	i	i	i
COC(=O)CSc1nc2cc3c(cc2cc1C)OCCO3	1.1%	i	-2.3%	-1.9%	i	0.7%	-7.1%	8.7%	i	i	i
COc1ccc(C(=O)N2CCC[C@@]3(CCN(Cc4nccs4)C3)C2)cc1	0.8%	i	-0.8%	-1.7%	i	-5.2%	74.8%[activator]	6.5%	i	i	i
CCOC(=O)OCC1OC(c2ccccc2)C=CC1OC(=O)OCC (stereo unspecified)	1.4%[15.4 µM]	nt	0.1%[15.4 µM]	-1.8%[11.5 µM]	nt	0.6%[11.5 µM]	nt	8.6%[11.4 µM]	nt	nt	nt
CCOc1cccc(C(=O)N(Cc2ccco2)C2CCS(=O)(=O)C2)c1 (stereo unspecified)	-1.2%	?	-1.3%	-1.6%	i	1.5%	3.4%	4.8%	i	i	i
CSc1nc2c(c(=O)n1-c1ccc(F)cc1)SCC2	-1.4%	?	0.7%	0.5%	i	-2.6%	1.5%	17.5%	i	i	i
CCC(CC)C(=O)Nc1ccccc1NC(C)=O	0.3%	nt	-1.6%	-4.1%	nt	0.5%	0.1%	?	nt	nt	nt
OC(Cn1cncn1)c1ccc(Cl)cc1 (stereo unspecified)	1.6%	i	-2.0%	0.7%	?	0.5%	-0.8%	20.2%	i	i	i
CCN(CC)c1ccc(C(=O)Nc2cccc(F)c2)cc1	-0.7%	nt	2.1%	-11.2%	nt	-8.9%	-1.9%	25.8%	nt	nt	nt
Cc1ccccc1CSc1nc2c(c(=O)[nH]1)CCC2	-0.4%	i	-2.1%	-0.1%	?	1.1%	4.8%	14.0%	i	i	i
O=C(Nc1cnc2ccccc2c1)c1cccc(-n2cnnn2)c1	-2.0%	i	-2.1%	0.2%	?	-1.1%	47.1%[activator]	-0.3%	i	i	i
COc1ccc(CNC(=O)C2C3C=CC4(CN(Cc5cccnc5)C(=O)C24)O3)cc1 (stereo unspecified)	-1.5%	i	-2.8%	1.7%	i	-0.2%	-2.6%	3.5%	i	i	i
CC(=O)N1CCc2cc(S(=O)(=O)NCCCOC(C)C)ccc21	-0.4%	i	-3.9%	-1.1%	?	-3.0%	5.5%	3.8%	i	i	i
CCOC(=O)c1[nH]c2cc(OC)c(OC)cc2c1NC(=O)CN1CCN(C)CC1	-0.4%	7.06e-08M*	-6.0%	-2.3%	?	-2.4%	4.6%	-1.7%	?	5.69e-08M*	i
Cc1cc(C(=O)O)ccc1-n1c(C)ccc1C	-5.5%	i	-3.7%	-3.5%	i	-3.4%	-12.7%	2.2%	i	i	i
Cc1ccc(C(=O)C2=C(O)C(=O)N(Cc3ccccc3)C2c2cccnc2)o1 (stereo unspecified)	-1.0%	?	0.1%	-3.6%	i	-1.2%	13.0%	3.7%	?	i	i
Cc1ccc(-c2nn(C)c(=O)c3ccccc23)cc1CNC(=O)CSc1nc2ccccc2o1	nt	i	nt	nt	i	nt	nt	nt	i	i	i
COCCNC(C)C(=O)Nc1ccc(Br)cc1 (stereo unspecified)	0.9%	i	1.7%	5.2%	?	0.2%	4.3%	8.4%	i	i	i
N#C/C(=C(/O)COC(=O)CCc1ccc(S(=O)(=O)N2CCOCC2)cc1)c1nc2ccccc2[nH]1	0.0%	1.34e-08M*	0.8%	?	?	?	39.2%[activator]	-8.4%	i	1.04e-08M*	i
Nc1nc2ccccc2n1/N=C/c1ccc(-c2ccccc2)o1	-0.4%	1.12e-08M*	2.6%	-1.7%	?	-5.3%	18.1%	19.9%	?	i	i
O=C(Cn1c(=O)c2c(ncn2Cc2ccccc2)n(Cc2ccccc2)c1=O)N1CCCC1	-3.7%	i	-1.2%	-0.4%	i	0.3%	20.1%	3.7%	i	i	i
